Source: PubChem (Southern Research Specialized Biocontainment Screening Center)
PhoP GFP inhibition: Inhibition of PhoP regulon, Salmonella typhi GFP reporter cells, confirmation, 4 h (AID 1850); one-dose inhibition, % at 50 µM; IC50 in µM for titrated hits; Salmonella Typhi PhoP-promoter GFP reporter, fluorescence, 4 h; higher % means a stronger effect; hit rate 0.33% among 310,000; in the data active = a potency from the dose series; inconclusive = inhibition mostly from about 25% at the one dose, without a potency; inactive = the rest, 99 in 100 with inhibition below about 19%;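 note: 0% = induced wells with vehicle and 100% = uninduced wells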
H1N1 NS1A inhibition: NS1A inhibition, H1N1 influenza, cell based functional assay (AID 504329) | one-dose inhibition, % at 12.5 µM; IC50 in µM for titrated hits | hit rate 0.3% among 340,000 | NS1A functional cell-based assay, percent inhibition; higher % means a stronger effect; in the data active = a potency from the dose series; inconclusive = inhibition above about 27% without an active follow-up result; note: strong numbers were not always called active
VEEV TC-83 Vero: inhibitors of VEEV TC-83 cytopathic effect, confirmation, Vero cells (AID 588727) | inhibition, % at 20 µM, or IC50 in µM where a hit was titrated | Vero cells, VEEV TC-83 cytopathic effect inhibition; higher % means a stronger effect | hit rate 0.13% among 350,000; in the data active = a potency from the dose series; inconclusive = inhibition mostly from about 14% at the one dose, without a potency; inactive = the rest, 99 in 100 with inhibition below about 12%; note: strong numbers were not always called active
H37Rv inhibition: M. tuberculosis growth inhibition, HTS (AID 449762). M. tuberculosis H37Rv growth inhibition, 7H9 media; higher % means a stronger effect. one-dose inhibition, % at 25 µM; IC50 in µM for titrated hits. hit rate 0.59% among 330,000; in the data active = a potency from the dose series; inconclusive = inhibition above about 70% without an active follow-up result;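 note: bacterial growth assessed after seven days of incubation; strong numbers were not always called active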
tuberculosis growth: growth inhibition of non-replicating M. tuberculosis (AID 488890). Mycobacterium tuberculosis non-replicating, growth inhibition; higher % means a stronger effect. one-dose inhibition, % at 25 µM; IC50 in µM for titrated hits. hit rate 0.39% among 320,000; in the data active = a potency from the dose series; inconclusive = inhibition mostly from about 82% at the one dose, without a potency; inactive = the rest, 99 in 100 with inhibition below about 76%;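 note: plate controls were DMSO cells for no effect and high antibiotic wells for full effect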
VEEV TC-83 Vero 10K pilot screen: second read-out of VEEV TC-83 Vero, no call of its own (marks repeat the call); inhibition, %; measured here: 10K pilot screen inhibition
Starred values were filed as active, the others as inactive; i = inactive; ? = inconclusive; . = no result given.

SMILES	PhoP GFP inhibition	H1N1 NS1A inhibition	VEEV TC-83 Vero	H37Rv inhibition	tuberculosis growth	others
COc1cc(OC)cc(C(=O)N/N=C/c2ccc(OC)c(COc3ccc4ccccc4c3)c2)c1	-7%	-18%	1.9%	4%	16%
O=C1NC(=O)C2(COC3(CCCC3)OC2)S1	3%	7%	0.1%	-6%	-17%
O=C(Nc1cccn(Cc2c(Cl)cccc2Cl)c1=O)c1c(Cl)cccc1Cl	3%	2%	i	-17%	-2%
CCCCCCCC(=O)Nc1cc(C(=O)NCc2ccc(C)cc2)ccc1N1CCC2(CC1)CC(c1cccc(Br)c1)=NO2	-4%	-9%	i	6%	6%
CCn1c(SCC(=O)c2ccc(Cl)s2)nnc1-c1cccs1	-12%	18%	1.8%	-2%	48%	VEEV TC-83 Vero 10K pilot screen=4.5
CC(C)(C)c1ccc(NC(=O)c2ccccc2)c([N+](=O)[O-])c1	-8%	18%	i	15%	54%	VEEV TC-83 Vero 10K pilot screen=1.2
O=C(Nc1ccc2c(c1)OCCO2)C(=O)NC1CC1	-8%	6%	1.2%	2%	-5%
CCc1nc2ccccc2c(C(=O)OCC(=O)NCc2ccco2)c1C	1%	-2%	9.2%	-14%	6%
CC1CCCN(C(=O)CNC(=O)c2ccco2)C1 (stereo not given)	-7%	-7%	i	-11%	5%
CS(=O)(=O)c1ccc(C(=O)NCC(c2ccco2)N2CCCCC2)cc1 (stereo not given)	-3%	-6%	0.8%	-13%	-3%
O=c1oc2cc([N+](=O)[O-])ccc2nc1/C=C(\O)c1cccc(Br)c1	20%	-1%	i	-12%	24%
Clc1ccc(/C=N/Nc2ncnc3ccccc23)cc1Cl	-8%	-1%	7.1%	?	51%
COc1ccccc1CN1CC(C(=O)NCc2cccc(Cl)c2)CCC1=O (stereo not given)	8%	6%	3.0%	-10%	7%
COc1cccc(CNc2ccc3[nH]c(=O)[nH]c3c2)c1OCc1ccccc1F	-6%	14%	3.6%	-5%	22%
CC(C)NC(=O)C(=O)c1cn(C)c2ccccc12	8%	-3%	7.8%	13%	6%
Cc1cc(C)c(S(=O)(=O)N(C)CC(=O)NCc2ccccn2)c(C)c1	-2%	-4%	0.7%	7%	2%	VEEV TC-83 Vero 10K pilot screen=0.1
N#Cc1cnn(Cc2ccccc2)c1/N=C/N1CCOCC1	2%	2%	i	-2%	8%	VEEV TC-83 Vero 10K pilot screen=1.9
O=C(CSc1ccccc1F)NCC(c1cccs1)N1CCOCC1 (stereo not given)	.	0%	2.8%	-1%	14%
COc1ccc(CCC(=O)Nc2cccc(Cl)c2)cc1	-10%	-5%	1.4%	-1%	37%
Cc1nnc(NC(=O)CCn2c(=O)oc3ccc(Cl)cc32)s1	1%	-3%	0.6%	4%	-5%
CC(=O)N1CCN(c2ccc(NCc3ccc(-c4cccc(Cl)c4)o3)cc2)CC1	.	24%	2.2%	4%	?
CCCOc1ccc(C2C3=C(Nc4nc(N)[nH]c(=O)c42)c2ccccc2C3=O)cc1 (stereo not given)	-2%	2%	0.2%	4%	-4%
Cc1ccc2oc(C(=O)N(C)Cc3ccon3)c(C)c2c1	-1%	-15%	0.1%	0%	9%
CCN(CC)c1ccc(/C=N/Nc2nc3ccccc3[nH]2)c(O)c1	14%	8%	31%	20%	47%
CCN(CC)C(=O)Oc1ccc(Cl)c2cccnc12	7%	2%	1.7%	13%	-11%
(continued)
SMILES	PhoP GFP inhibition	H1N1 NS1A inhibition	VEEV TC-83 Vero	H37Rv inhibition	tuberculosis growth	others
Cc1ccc([N+](=O)[O-])cc1NC(=O)CN(C(=O)c1ccc(Cl)cc1)C1CCCCC1	-14%	4%	1.7%	-3%	18%
O=C(CN1CCN(C2CCS(=O)(=O)C2)CC1)N1N=C(c2ccc(Cl)cc2)CC1c1ccco1 (stereo not given)	.	2%	0.8%	.	.
COc1ccc(NC(=O)CCN2C(=O)c3ccccc3S2(=O)=O)cc1	4%	26%	i	-5%	-14%
COc1cc(-c2nnc(SCc3cc(=O)oc4cc(O)c(O)cc34)o2)cc(OC)c1OC	1%	2%	1.1%	10%	27%
COc1ccc(CNC(=O)CCCn2nc(C)c3c(C)n(-c4ccc(C)cc4)nc3c2=O)cc1	8%	-4%	i	4%	-6%
O=C(Nc1nnc(SCCN2CCOCC2)s1)C1CC(=O)N(c2ccccc2)C1 (stereo not given)	-18%	-7%	1.5%	-3%	-8%
CC(C)Cc1ccc(/C(=N/O)C(=O)O)s1	-18%	-4%	1.8%	-6%	0%
Cc1cc(C(=O)NCc2ccc(F)cc2)n(-c2ccccc2)n1	7%	2%	10%	2%	2%
COc1ccc(OCC(O)CNC2CCCC2)cc1 (stereo not given)	-4%	-30%	0.4%	0%	-10%
Cc1cc(C(=O)N/N=C/c2ccc(N(C)C)cc2)c2ccccc2n1	3%	13%	7.9%	-1%	-5%
CCOC(=O)C1=C(COC(=O)c2ccc(Br)c(S(=O)(=O)N3CCOCC3)c2)NC(=O)NC1C (stereo not given)	.	4%	5.8%	.	.
O=C(NCCNS(=O)(=O)c1ccccc1)c1cc(OCC(F)(F)F)ccc1OCC(F)(F)F	-4%	0%	1.2%	11%	7%
CCS(=O)(=O)N1CCN(c2ccnc3cc(Cl)ccc23)CC1	-4%	.	5.5%	-10%	12%
COc1cccc(OC)c1C(=O)Nc1cccnc1	-7%	-15%	1.1%	0%	2%
CCc1ccccc1NC(=O)Nn1cnnc1	-5%	-8%	1.5%	-2%	-12%
CCCOc1c(OC)cc(Cl)cc1C1NC(=O)NC(C)=C1C(=O)NCc1ccccc1 (stereo not given)	0%	8%	4.8%	-3%	18%
Nc1ccc(NC(=S)Nc2ccccc2)cc1	13%	9%	i	2%	17%
CC(/C=N/NC(=O)CSc1nnc(SCc2ccccc2)s1)=C\c1ccco1	-10%	-4%	0.8%	21%	?
COc1ccc2c(=O)c(C(=O)NCCc3ccc(OC)c(OC)c3)c[nH]c2c1	-2%	-5%	9.8%	17%	41%
O=[N+]([O-])c1ccc(S(=O)(=O)NCCc2ccncc2)cc1	-13%	0%	1.1%	-3%	13%
COc1ccc(C(=O)NCCOc2ccccc2)cc1S(=O)(=O)N1CCOCC1	.	-7%	1.1%	-4%	12%
COC(=O)c1ccc(C2C(C#N)=C(C)NC3=C2C(=O)CC(C)(C)C3)cc1 (stereo not given)	-3%	-5%	2.0%	-3%	23%
COc1ccc(C2C(C(=O)O)CCC(=O)N2c2ccc(OC)cc2)cc1 (stereo not given)	3%	-4%	0.3%	-10%	-12%
COC(=O)c1nn(-c2ccccc2)c(Cl)c1/C=N/OCc1ccc(Cl)cc1Cl	-4%	2%	i	5%	-6%
CC1Cc2ccccc2N1C(=O)Cn1c(=O)cc(O)c2ccccc21 (stereo not given)	1%	-3%	0.6%	-5%	12%
(continued)
SMILES	PhoP GFP inhibition	H1N1 NS1A inhibition	VEEV TC-83 Vero	H37Rv inhibition	tuberculosis growth	others
COc1ccccc1OCCOCCn1cnc2ccccc2c1=O	-6%	-3%	1.5%	-3%	-1%
O=C(COC(=O)c1c(F)cccc1Cl)NCC1CCCCC1	.	2%	1.4%	1%	76%
Cc1ccc(Cl)c(NC(=O)COC(=O)c2nn(-c3ccccc3)cc2O)c1Cl	.	-16%	2.7%	?	75%
CC(C)c1ccc(N(CC(=O)NN=C2CCN(C)CC2)S(=O)(=O)c2ccccc2)cc1	0%	-7%	0.6%	-6%	0%
O=[N+]([O-])c1ccc(N2CCNCC2)cc1NC1CC1	-12%	.	.	0%	10%
NS(=O)(=O)c1ccc(CCNC(=O)C2CCN(S(=O)(=O)c3ccccc3)CC2)cc1	-3%	-3%	1.4%	-10%	-5%
O=C(/C=C/c1ccc(Cl)cc1)NC(=S)Nc1ccc(N2CCOCC2)c(Cl)c1	-5%	-2%	i	33%	77%
Cc1[nH]c(C)c(S(=O)(=O)N2CCN(c3ccccc3F)CC2)c1C(=O)N1CCCCC1	-8%	7%	0.1%	2%	-1%
Cc1ccc(S(=O)(=O)c2nc(-c3cccs3)oc2NCCCN(C)C)cc1	-6%	15%	1.2%	-2%	0%
O=C(COC(=O)C1CCN(S(=O)(=O)c2cccc3cccnc23)CC1)c1ccc(F)cc1	8%	-2%	3.7%	-1%	-1%
O=C(NCCS(=O)(=O)N1CCN(c2ccccc2F)CC1)c1ccco1	8%	-17%	0.7%	1%	-7%
CC(C)Oc1cc(-n2c(=S)[nH]c3ccccc3c2=O)c(Cl)cc1Cl	-7%	-4%	3.3%	55%	18%
N#Cc1c(/N=C/c2ccco2)oc(-c2ccccc2)c1-c1ccccc1	-3%	3%	2.3%	0%	10%
Cc1ccoc1C(=O)NCCNC(=O)c1occc1C	10%	-15%	2.1%	-1%	-13%
Cc1ccc(S(=O)(=O)N2CCCCC2)cc1NC(=O)C1CCC1	.	-2%	1.3%	1%	-2%
COc1ccccc1C(OC(=O)c1cccs1)C(=O)NCC1CCCO1 (stereo not given)	-3%	-6%	i	3%	-5%
CCSc1nnc(NC(=O)Cn2cnc3c2c(=O)n(C)c(=O)n3C)s1	4%	-1%	0.9%	-4%	1%
O=C(Nc1ccc2c(c1)OCCO2)NC1CCCCC1	1%	-4%	i	5%	8%
COc1ccccc1NC(=O)/C(C#N)=C/c1cc([N+](=O)[O-])ccc1N1CCCC1	-23%	-3%	11%	10%	-4%
COc1ccc(C(=O)N(CCCO)C(C)C(=O)NC2CCCCC2)cc1OC (stereo not given)	7%	11%	i	-8%	-1%
Cc1ccc(Cn2cccc(NC(=O)NC3CCCCC3)c2=O)cc1	8%	-2%	0.4%	8%	33%
COc1cc(NC(=O)C(C)Oc2ccccc2)ccc1NC(=O)COc1ccccc1 (stereo not given)	-8%	-8%	8.0%	?	34%
COc1cc(C2C(C#N)=C(C)NC3=C2C(=O)CC(C)(C)C3)cc(OC)c1O (stereo not given)	1%	-7%	i	-3%	8%
CCN(CC)CCCNC(=O)c1sc2ncn(CC(=O)Nc3ccc(C)c(Cl)c3)c(=O)c2c1C	-2%	1%	2.2%	3%	23%
Cc1cc(C(=O)N2CCN(c3ccccc3)CC2)no1	-2%	-25%	4.6%	-9%	45%

3 records picked at random from the list so far:
SMILES	PhoP GFP inhibition	H1N1 NS1A inhibition	VEEV TC-83 Vero	H37Rv inhibition	tuberculosis growth	others
O=C(COC(=O)C1CCN(S(=O)(=O)c2cccc3cccnc23)CC1)c1ccc(F)cc1	8%	-2%	3.7%	-1%	-1%
COc1ccccc1C(OC(=O)c1cccs1)C(=O)NCC1CCCO1 (stereo not given)	-3%	-6%	i	3%	-5%
O=C(NCCS(=O)(=O)N1CCN(c2ccccc2F)CC1)c1ccco1	8%	-17%	0.7%	1%	-7%

Back to the main list; the three compounds before the break are reprinted first.
SMILES	PhoP GFP inhibition	H1N1 NS1A inhibition	VEEV TC-83 Vero	H37Rv inhibition	tuberculosis growth	others
COc1cc(C2C(C#N)=C(C)NC3=C2C(=O)CC(C)(C)C3)cc(OC)c1O (stereo not given)	1%	-7%	i	-3%	8%
CCN(CC)CCCNC(=O)c1sc2ncn(CC(=O)Nc3ccc(C)c(Cl)c3)c(=O)c2c1C	-2%	1%	2.2%	3%	23%
Cc1cc(C(=O)N2CCN(c3ccccc3)CC2)no1	-2%	-25%	4.6%	-9%	45%
CCC(C)(C)n1nnnc1C(c1ccc(C)cc1)N1CCCC1 (stereo not given)	-5%	-1%	i	2%	6%
CC1=C(c2ccc(C(C)C)cc2)S(=O)(=O)N=C1N1CCN(C(=O)c2ccco2)CC1	8%	0%	i	6%	13%
Cn1c(=O)c2c(nc(NC3CCCC3)n2C)n(C)c1=O	-5%	-7%	1.1%	1%	-7%
COc1cccc2c1OCC(C(=O)O)C2 (stereo not given)	1%	2%	0.9%	0%	-5%
S=C(Nc1ccccc1)N1CCCCCCC1	10%	7%	0.8%	2%	5%
CCOc1ccc(/C=C/C(=O)c2ccccc2)cc1OC	0%	-2%	3.2%	4%	73%
COC(=O)c1cccc(NC(=O)CCc2c(C)noc2C)c1	.	-4%	1.5%	4%	-1%
Oc1ccccc1CNc1ccc2c(c1)OCCO2	10%	2%	0.7%	61%	1%
CN(c1ccccc1)S(=O)(=O)c1cccc2ccccc12	1%	-8%	i	-2%	9%
CNC(=O)/C(C#N)=C/c1c(F)cccc1Cl	6%	-2%	2.4%	2%	-2%
Cc1ccc(OCc2nc(-c3ccccc3)no2)cc1	10%	-3%	0.6%	-3%	43%
COc1ccc(OC)c(S(=O)(=O)N2CCCC(C(=O)N3CCC(C(N)=O)CC3)C2)c1 (stereo not given)	-5%	-2%	1.9%	0%	2%
Cc1cc(C)c(NC(=O)C2CCCN2C)c(C)c1 (stereo not given)	-6%	1%	2.3%	1%	-2%
CCOC(=O)c1ccc(NC(=S)N2CCN(CCO)CC2)cc1	12%	-21%	0.4%	-3%	-6%
